Assay outcomes: PubChem, National Center for Advancing Translational Sciences (NCATS)
GAA inhib – qHTS Assay for Inhibitors of Human alpha-Glucosidase as a Potential Chaperone Treatment of Pompe Disease; Lysosomal alpha-glucosidase (Homo sapiens), P10253; purified human GAA, 4-MU-alpha-glucoside fluorescence; Potency, µM (doses to about 76.9 µM), without a hit: at the highest dose activity change, negative = inhibition, usual class: inhibitors; hit rate 0.005% among 200,000;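 further: plate controls were uninhibited enzyme wells for no effect and no-enzyme background for full effect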
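Human enzyme at 4 nM with 400 uM 4-methylumbelliferyl-alpha-D-pyranoside, citrate/phosphate buffer pH 5.0, 0.005% Tween-20, 20 min at room temperature. Compounds up to 77 uM. 4-MU fluorescence (Ex 365/Em 440) read after NaOH/glycine stop; AC50 from Hill fit.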
NPSR antag – qHTS Assay for Antagonists of the Neuropeptide S Receptor: cAMP Signal Transduction; AID 1461, 2008; Q6W5P4; Potency, µM (highest dose often 38.3 µM), for the others: at the highest dose activity change, negative = inhibition, most hits filed as inhibitors; hit rate 1% among 220,000; CHO-NPSR cells, cAMP TR-FRET, antagonist mode; further: on the % scale 0 is the no-effect control and ±100 the full control effect; nearly all actives have a fitted effect of over 50% in size; many of its hits are not listed in these tables
Target sequence (Q6W5P4 whole entry, looked up): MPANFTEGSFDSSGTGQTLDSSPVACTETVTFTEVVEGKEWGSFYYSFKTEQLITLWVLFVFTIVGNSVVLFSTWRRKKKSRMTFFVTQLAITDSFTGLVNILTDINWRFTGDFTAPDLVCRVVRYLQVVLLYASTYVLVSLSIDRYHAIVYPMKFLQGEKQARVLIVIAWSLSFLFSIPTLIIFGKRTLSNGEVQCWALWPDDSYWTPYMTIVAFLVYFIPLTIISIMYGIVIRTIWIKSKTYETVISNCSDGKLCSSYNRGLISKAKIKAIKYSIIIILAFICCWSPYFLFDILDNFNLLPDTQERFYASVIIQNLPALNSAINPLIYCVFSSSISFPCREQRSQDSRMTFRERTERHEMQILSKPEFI
aGlu spleen mod – qHTS Assay for Inhibitors and Activators of Human alpha-Glucosidase From Spleen Homogenate. human spleen homogenate, 4-MU-alpha-glucoside fluorescence. hit rate 0.006% among 240,000. Lysosomal alpha-glucosidase (Homo sapiens), P10253. AID 2112, 2009. Potency, µM (highest dose often 79.9 µM), for the others: top-dose activity change, negative = inhibition, actives largely listed as inhibitors;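 further: 0% = enzyme with vehicle and -100% = no enzyme basal signal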
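Human spleen homogenate (1 ug) with 4-methylumbelliferyl-alpha-D-glucopyranoside (1 mM final) in 50 mM citrate/phosphate pH 5.0, 0.01% Tween-20; 40 min at 37 C. Stopped at pH 10; 4-MU fluorescence Ex 365/Em 440 nm; AC50 by Hill fit.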
aGal spleen mod – qHTS Assay for Inhibitors and Activators of Human alpha-Galactosidase From Spleen Homogenate; human spleen homogenate, 4MU-alpha-Gal fluorescence, 40 min; Potency, µM (top dose mostly 80 µM), without a hit: top-dose activity change, negative = inhibition, actives largely listed as inhibitors; hit rate 0.008% among 240,000; AID 2107, 2009;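 further: 0% = enzyme with vehicle and -100% = no enzyme basal signal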
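Fluorogenic readout (Ex 365/Em 440 nm) of 4-methylumbelliferone released from 1 mM 4-MU-alpha-galactoside by spleen homogenate, 40 min at 37C, pH 5.0. Data normalized to no-enzyme and enzyme controls; Hill-equation AC50 from compound titrations.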
Tau fluor counter – Counterscreen qHTS for Inhibitors of Tau Fibril Formation, Fluorescence Polarization; hit rate 0.93% among 280,000; Potency, µM (titrated, usually from 57.7 µM), for the others: at the highest dose activity change, negative = decrease; tau K18 P301L (four-repeat tau fragment) Alexa594 fluorescence, heparin fibrillization; further: on the % scale 0 is the no-effect control and ±100 the full control effect; nearly all actives have a fitted effect of over 55% in size
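Human K18 P301L tau (15 uM unlabeled plus 0.24 uM Alexa 594-labeled, final) in 100 mM sodium acetate pH 7 was mixed with compound and 20 uM heparin and incubated 6 hr at 37 C.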
Epigenetic derep – Quantitative High-Throughput Screen for Regulators of Epigenetic Control. Potency, µM (top dose mostly 53.9 µM), inactives show at the top dose GFP activation, most hits filed as activators. murine LDR cells, GFP reporter derepression, 30 h. hit rate 0.2% among 280,000; further: % of control where 0% means no effect; nearly all actives have a fitted effect of over 60% in size
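Derepression of a silenced CMV-GFP reporter in murine LDR cells is scored by enumerating GFP-positive cells with a laser-scanning microplate cytometer after 30 hours of treatment at 37 C.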
GAA glycogen mod – qHTS Assay for Inhibitors and Activators of Human alpha-Glucosidase Cleavage of Glycogen | Lysosomal alpha-glucosidase (Homo sapiens), P10253 | recombinant GAA, glycogen substrate, Amplex Red glucose oxidase fluorescence | Potency, µM (top dose mostly 76.4 µM), for inactives: at the highest dose activity change, negative = inhibition, usual class: inhibitors | hit rate 0.38% among 300,000;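 further: 0% = full enzyme reaction and -100% = no-enzyme basal signal; the screen sought inhibitors and activators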
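Natural-substrate format: glycogen cleavage by 4 nM human enzyme, glucose read by Amplex Red coupling (Ex 573, Em 610 nm). Normalized to enzyme and no-enzyme controls.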
ALDH1A1 block – qHTS Assay for Inhibitors of Aldehyde Dehydrogenase 1 (ALDH1A1) | Aldehyde dehydrogenase 1A1 (Homo sapiens), P00352 | Purified ALDH1A1, NADH fluorescence, propionaldehyde substrate | Potency, µM (highest dose often 75.3 µM), for inactives: top-dose activity, negative = inhibition, hits mostly inhibitors | hit rate 7.3% among 220,000; active means well fitted inhibition curve with a large enough effect, not every such curve was filed as active; inconclusive means small, poorly fitted or top-dose-only effect, or another doubt; inactive means no such curve, though single readings can be large or run the other way;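 further: plate controls were no enzyme wells and a reference inhibitor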
Target sequence (P00352 whole entry, looked up): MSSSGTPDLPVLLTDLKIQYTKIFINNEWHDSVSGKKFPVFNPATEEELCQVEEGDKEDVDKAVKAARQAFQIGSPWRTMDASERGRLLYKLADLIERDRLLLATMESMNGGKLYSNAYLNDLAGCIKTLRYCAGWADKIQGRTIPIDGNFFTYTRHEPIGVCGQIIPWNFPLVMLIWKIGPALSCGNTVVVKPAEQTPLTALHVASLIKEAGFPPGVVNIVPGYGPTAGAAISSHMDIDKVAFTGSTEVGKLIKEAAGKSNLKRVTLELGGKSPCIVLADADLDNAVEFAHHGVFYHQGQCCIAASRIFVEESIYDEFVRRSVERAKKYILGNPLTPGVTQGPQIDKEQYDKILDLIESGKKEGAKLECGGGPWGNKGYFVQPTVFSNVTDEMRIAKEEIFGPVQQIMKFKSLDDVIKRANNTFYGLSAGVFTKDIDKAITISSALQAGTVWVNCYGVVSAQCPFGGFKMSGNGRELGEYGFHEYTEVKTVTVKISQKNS
Numbers without * were called inactive; ? = inconclusive; . = no result given; [ ] = another dose, or the depositor's remark. Unless noted, the call rests on the fitted dose curve; in most records, active means well fitted curve in the direction sought with a large enough effect; inconclusive means small, poorly fitted or top-dose-only effect, or another doubt; inactive means no such curve, though single readings can be large; an effect the other way counts as inactive or inconclusive. Potency means the concentration at half of the fitted maximal effect.

1. COc1cc(NC(=S)NC(=O)c2ccco2)ccc1NC(=O)C(C)C
2. CC(=O)N1c2ccccc2NC(=O)C1(C)C
3. CC(C)(C)c1nc2ccc([N+](=O)[O-])cc2[nH]1
4. Cc1ccccc1-n1nc(-c2cccnc2)cc1C(=O)NN
5. CC(C)C1CC(CCN)(Cc2ccccc2)CCO1 (configuration not stated)
6. COCCN(C(=O)c1csnn1)C(C(=O)NC(C)(C)C)c1cccc(OC)c1 (configuration not stated)
7. CC(c1ccco1)N(C(=O)c1ccccc1NS(=O)(=O)c1cccc([N+](=O)[O-])c1)c1ccccn1 (configuration not stated)
8. COc1cccc(/C=N/NC(=O)c2[nH]nc3c2CCc2ccccc2-3)c1O

Screen / compound no.	1	2	3	4	5	6	7	8
GAA inhib	?	?	-9%	-7%	?	-8%	0%	-6%
NPSR antag	6%	-7%[46.1 µM]	17%	-3%	-8%	-4%[46.1 µM]	3%	13%
aGlu spleen mod	-2%	-23%	.	-1%	-1%	0%	-2%	-18%
aGal spleen mod	-1%	-6%	-1%	-2%	-18%	-4%	0%	3%
Tau fluor counter	-7%	10%	-8%	-1%	-14%	-12%	-10%	-13%
Epigenetic derep	0.0%	0.6%	0.0%	-1.5%	-1.0%	0.9%	-0.9%	-1.0%
GAA glycogen mod	12%	0%	14%	-25%	-5%	-5%	-9%	-2%
ALDH1A1 block	-11%	-9%	?	?	-6%	?	?	0%

Some values from the results shown.
In Tau fluor counter, cpd 4 is listed with -1%
In aGlu spleen mod, cpd 6 is listed with 0%
In Tau fluor counter, cpd 3 is listed with -8%

(continued)
9. O=C(O)Cc1ccc(O)c(F)c1
10. O=C(Nc1ccc(S(=O)(=O)N2CCCC2)cc1)c1ccc(OCC2CCCO2)cc1 (configuration not stated)
11. O=C(Nc1ccc(N2CCOCC2)cc1N1CCOCC1)c1ccc([N+](=O)[O-])cc1
12. CCc1ccc(C2N3CC4([N+](=O)[O-])CN2CC([N+](=O)[O-])(C3)C4(C)C)cc1 (configuration not stated)
13. COc1ccc(S(=O)(=O)Nc2cccc(N(C)S(C)(=O)=O)c2)cc1C
14. CCOC(=O)C1=C(C)NC2=C(C(=O)OC2)C1c1ccccc1 (configuration not stated)
15. Cc1ccc(NCC(=O)N/N=C/c2ccc(-c3cccc(C(F)(F)F)c3)o2)cc1
16. Clc1ccc2c(c1)C(N1CCNCC1)Cc1ccccc1S2 (configuration not stated)

Screen / compound no.	9	10	11	12	13	14	15	16
GAA inhib	-4%[15.4 µM]	-4%	2%	-5%	-1%	12%	-10%	0%
NPSR antag	14%	-9%	-12%[46.1 µM]	-10%	27%	-3%	-12%[46.1 µM]	?
aGlu spleen mod	11%	0%	-5%	-6%	-1%	-5%	-16%	7%
aGal spleen mod	-3%	-5%	-11%	11%	-2%	5%	7%	0%
Tau fluor counter	8%	-26%	-12%	9%	-8%	-6%	?	-11%
Epigenetic derep	-1.0%	-0.2%	-0.9%	-1.5%	0.0%	-4.5%	10%	2.3%
GAA glycogen mod	5%	10%	4%	-5%	1%	-1%	4%	3%
ALDH1A1 block	-6%	?	10%	4%	?	?	?	5%

The closing 4 records of the section above open the next one:
13. COc1ccc(S(=O)(=O)Nc2cccc(N(C)S(C)(=O)=O)c2)cc1C
14. CCOC(=O)C1=C(C)NC2=C(C(=O)OC2)C1c1ccccc1 (configuration not stated)
15. Cc1ccc(NCC(=O)N/N=C/c2ccc(-c3cccc(C(F)(F)F)c3)o2)cc1
16. Clc1ccc2c(c1)C(N1CCNCC1)Cc1ccccc1S2 (configuration not stated)
17. CC(=O)OCCc1c(C)nc2nc[nH]n2c1=O
18. CCCCC(=O)Nc1ccc2c(c1)C(=O)NC2=O
19. COc1ccc2nc(NC(=O)CSc3nnc(C)n3N)sc2c1
20. COc1ccc(C(=O)Nc2ccc(Oc3nc(C)nc4sc(-c5ccccc5)cc34)cc2)cc1OC
21. O=C(N/N=C/c1ccc([N+](=O)[O-])s1)c1ccccc1
22. CC(C)Nc1nc(NC(C)C)nc(N(C)C#N)n1
23. O=C(CCCN1CCOCC1)c1ccc2c(c1)OCCO2
24. COc1cccc2cc(C(=O)NCCC3=CCCCC3)c(=O)oc12

Screen / compound no.	13	14	15	16	17	18	19	20	21	22	23	24
GAA inhib	-1%	12%	-10%	0%	-8%	-9%	0%	-9%	-8%	-1%	-5%	-3%
NPSR antag	27%	-3%	-12%[46.1 µM]	?	12%[46.1 µM]	-4%[46.1 µM]	-9%	3%	-18%	3%[46.1 µM]	-28%[46.1 µM]	-3%
aGlu spleen mod	-1%	-5%	-16%	7%	2%	11%	-4%	-3%	-8%	-7%	-3%	1%
aGal spleen mod	-2%	5%	7%	0%	-3%	5%	-4%	-4%	-5%	-19%	-3%	-5%
Tau fluor counter	-8%	-6%	?	-11%	-4%	-6%	4%	-12%	-19%	2%	-14%	-19%
Epigenetic derep	0.0%	-4.5%	10%	2.3%	0.6%	-3.6%	1.3%	0.0%	-1.1%	-0.1%	13%	-4.8%
GAA glycogen mod	1%	-1%	4%	3%	2%	-14%	-14%	10%	-6%	1%	5%	-1%
ALDH1A1 block	?	?	?	5%	3%	?	?	2%	-5%	-3%	?	10µM*

25. CN(C)C(CNC(=S)Nc1ccccc1Cl)c1cccnc1 (configuration not stated)
26. C/C(=N\Nc1cccc2cccnc12)c1ccc[nH]1
27. CC(=O)C(=Cc1cc(C)n(-c2ccccc2)c1C)C(C)=O
28. CS(=O)(=O)N(Cc1ccc(C(=O)NCCSCc2ccco2)cc1)c1ccccc1
29. CCOc1ccc(CN2CCNC(=O)C2CC(=O)NCCc2ccccn2)cc1 (configuration not stated)
30. COc1ccc(C(O)c2nccn2C)cc1 (configuration not stated)
31. C=CCNC(=S)/N=c1/ccccn1C
32. Cc1ccc(C2=NC(=O)/C(=C/c3cc(O)c(O)c(Br)c3)S2)cc1

Screen / compound no.	25	26	27	28	29	30	31	32
GAA inhib	-6%	1%	-1%	-1%	.	-3%	.	-7%
NPSR antag	10%	-17%	1%	-15%[46.1 µM]	-15%	-6%[46.1 µM]	48%	-55%
aGlu spleen mod	3%	-6%	-3%	-6%	-3%	-21%	3%	8%
aGal spleen mod	-1%	3%	-4%	-9%	1%	-4%	9%	5%
Tau fluor counter	-1%	?	-10%	-23%	7%	-3%	-3%	2.8µM*[quencher]
Epigenetic derep	-2.5%	5.2%	-0.3%	-0.2%	1.1%	0.1%	0.0%	-0.2%
GAA glycogen mod	-4%	?	2%	-4%	7%	4%	-26%	?
ALDH1A1 block	8%	?	?	14%	-11%	6%	.	10µM*

33. COC(=O)c1nc2n(n1)C(c1cc(OC)ccc1OC)C(C(=O)OC1CCCCC1)=C(C)N2 (configuration not stated)
34. CN(C(=O)COc1ncnc2sccc12)c1ccccc1
35. CCCCN(CC)C(=O)c1ccc2c(c1)OCO2
36. COC(=O)c1c(NC(=O)c2cccs2)sc2c1CCCC2
37. O/N=C1\CCC\C1=C/c1ccco1
38. CCCc1nnc(NC(=O)Nc2ccccc2OC)s1
39. OCCNc1ncnc2c1ncn2Cc1ccccc1
40. CCn1c(SCC(=O)Nc2ccc(S(=O)(=O)Nc3ccccn3)cc2)nnc1-c1ccncc1

Screen / compound no.	33	34	35	36	37	38	39	40
GAA inhib	-6%	1%	1%	-5%	2%	-1%	0%	-9%
NPSR antag	-28%[46.1 µM]	-7%	4%	-28%[46.1 µM]	9%[46.1 µM]	-10%[46.1 µM]	-6%[46.1 µM]	-4%[46.1 µM]
aGlu spleen mod	1%	-9%	4%	8%	-2%	-4%	3%	-7%
aGal spleen mod	-5%	6%	1%	8%	7%	6%	4%	3%
Tau fluor counter	-23%	-6%	7%	-2%	-5%	-16%	3%	3%
Epigenetic derep	1.0%	0.0%	1.3%	0.5%	-1.0%	0.0%	-4.3%	-2.1%
GAA glycogen mod	-11%	5%	-5%	-25%	-6%	11%	-4%	-8%
ALDH1A1 block	-12%	4%	-6%	5%	-12%	-3%	3%	-6%

41. CCc1ccc(/C=C2\SC(=S)N(CCCC(=O)Nc3nccs3)C2=O)cc1
42. CCOc1ccc2ncc(S(=O)(=O)c3ccc(C)cc3)c(N3CCC4(CC3)OCCO4)c2c1
43. CCOC(=O)CSc1nnc(-c2ccc(Cl)cc2Cl)o1
44. Cc1onc(CO)c1C(=O)Nc1nccs1
45. CC1(c2ccccn2)Nc2ccccc2-c2nc3ccccc3n21 (configuration not stated)
46. CCc1n[nH]c(=S)n1/N=C/c1ccc(N(C)c2ccccc2)cc1
47. O=C1c2ccccc2NC(c2ccc3c(c2)OCO3)N1O (configuration not stated)
48. O=C(CC(Nc1ccc(F)cc1)C(=O)O)c1ccccc1 (configuration not stated)
49. O=C(COC(=O)CCC(=O)c1ccc(Cl)cc1)NCCc1ccccc1
50. O=C(NC1CCCC1)c1cccnc1N1CCCCCC1

Screen / compound no.	41	42	43	44	45	46	47	48	49	50
GAA inhib	8%	-8%	-5%	0%	?	-8%	2%	-14%	-16%	?
NPSR antag	14%	-27%[46.1 µM]	-18%[46.1 µM]	15%	-5%[46.1 µM]	-52%	-2%[46.1 µM]	-17%[46.1 µM]	5%	-7%[46.1 µM]
aGlu spleen mod	-9%	-5%	-5%	1%	23%	.	2%	-5%	2%	6%
aGal spleen mod	2%	0%	2%	5%	?	1%	-1%	1%	-8%	7%
Tau fluor counter	-3%	-15%	-12%	-7%	-17%	?	-4%	3%	-5%	4%
Epigenetic derep	-1.0%	0.0%	0.0%	1.1%	1.6%	2.2%	-1.4%	-1.2%	-1.3%	-1.4%
GAA glycogen mod	4%	2%	0%	-9%	-4%	?	?	?	5%	-3%
ALDH1A1 block	?	3.2µM*	-8%	4%	?	-5%	16%	?	2%	-5%

This is a subset, so the mix of outcomes need not match the whole.
